# Screens (PubChem BioAssay)
# PGE2 EP2 inh = human EP2 receptor antagonists, primary screen, TR-FRET cAMP, C6 glioma cells | AID 1422, 2008 | C6 glioma cells expressing human EP2; cells stimulated with saturating PGE2 | Prostaglandin E2 receptor EP2 subtype (Homo sapiens), P43116 | inhibition, % at 25 µM | hit rate 0.52% among 260,000;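 active = percent inhibition above 40 after rounding to a whole number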;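 also: rat C6 glioma host cells with rolipram phosphodiesterase inhibitor present; the protocol text gives 20 µM as final concentration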
# Target sequence (P43116 whole entry, looked up): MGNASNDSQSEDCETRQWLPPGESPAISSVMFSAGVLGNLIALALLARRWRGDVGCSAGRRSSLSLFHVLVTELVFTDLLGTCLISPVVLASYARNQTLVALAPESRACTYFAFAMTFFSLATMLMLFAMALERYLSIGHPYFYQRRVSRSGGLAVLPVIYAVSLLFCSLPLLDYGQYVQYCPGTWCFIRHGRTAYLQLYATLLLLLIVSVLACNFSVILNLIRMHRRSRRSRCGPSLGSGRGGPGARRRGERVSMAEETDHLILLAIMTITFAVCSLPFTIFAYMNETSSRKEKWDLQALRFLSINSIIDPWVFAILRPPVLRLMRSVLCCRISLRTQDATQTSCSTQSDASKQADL
# RBBP9 inh = human RBBP9 inhibitors, primary screen, biochemical, fluorescence polarization, FP-Rh probe, HTS | Serine hydrolase RBBP9 (Homo sapiens), O75884 | recombinant RBBP9 | inhibition, % at 7.94 µM | hit rate 0.2% among 220,000;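 active = inhibition above the campaign mean of all tested compounds plus 3 SD, cut at about 14% in these data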;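 also: plate controls were DMSO wells with RBBP9 for no effect and wells lacking RBBP9 protein for full effect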
# Target sequence (O75884 whole entry, looked up): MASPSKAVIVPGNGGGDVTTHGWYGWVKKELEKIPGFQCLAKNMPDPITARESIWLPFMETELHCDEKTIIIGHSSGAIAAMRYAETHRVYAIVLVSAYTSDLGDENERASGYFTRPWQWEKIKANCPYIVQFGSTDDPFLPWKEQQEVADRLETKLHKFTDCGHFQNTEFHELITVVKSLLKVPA
#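 Test system: recombinant human RBBP9; Timing: 30 min then 45 min, 25 °C; Detection: fluorescence polarization; Control set: RBBP9 with DMSO as uninhibited control, no-protein wells as full inhibition; Compound dosing: one concentration, 7.94 µM nominal, 0.794% DMSO; Probe or stimulus: FP-Rh activity-based probe, 375 nM before mixing.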
# p47phox inh = p47phox/p22phox peptide binding inhibitors, primary screen, biochemical, uHTS, NADPH oxidase regulatory subunit; Neutrophil cytosol factor 1 (Homo sapiens), P14598; fluorescence polarization, 2 h; inhibition, % at 24.7 µM; hit rate 0.53% among 220,000;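 active = inhibition above about 30%, limit read from the data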;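 also: 0% = p47phox with labelled peptide and 100% = labelled peptide alone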
# Target sequence (P14598 whole entry, looked up): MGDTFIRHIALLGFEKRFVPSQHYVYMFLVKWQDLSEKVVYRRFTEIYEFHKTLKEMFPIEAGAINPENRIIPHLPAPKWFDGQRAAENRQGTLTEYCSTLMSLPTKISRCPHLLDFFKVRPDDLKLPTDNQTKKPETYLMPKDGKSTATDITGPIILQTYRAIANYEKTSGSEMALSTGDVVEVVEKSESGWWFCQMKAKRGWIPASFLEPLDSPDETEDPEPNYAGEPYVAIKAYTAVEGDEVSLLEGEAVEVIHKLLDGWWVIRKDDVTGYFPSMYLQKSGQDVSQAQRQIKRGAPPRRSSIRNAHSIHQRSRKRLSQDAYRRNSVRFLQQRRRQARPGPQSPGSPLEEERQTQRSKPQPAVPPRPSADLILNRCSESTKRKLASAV
# Ba/F3 V617F tox = reduced viability of JAK2V617F-dependent Ba/F3 cells, primary screen, JAK2V617F inhibitor project, cell-based, Ba/F3 EpoR-JAK2V617F, luminescence. ATP luminescence. inhibition, % at 5.6 µM. hit rate 1.1% among 220,000. AID 1446, 2008;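 active = inhibition above the campaign mean plus 3 SD over all tested compounds, cut at about 24% in these data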;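 also: cytokine-independent growth of Ba/F3 cells driven by EpoR plus mutant JAK2; 0% = DMSO-treated cells and 100% = JAK inhibitor I control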
# BaF3 parental = parental Ba/F3 cell viability inhibition, counter-screen for JAK2V617F inhibitor project, murine pro-B, CellTiter-Glo luminescence; CellTiter-Glo ATP luminescence; inhibition, % at 5.6 µM; hit rate 1.1% among 220,000; AID 1486, 2009;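 active = inhibition above a per-campaign cutoff, the mean inhibition of all tested compounds plus 3 SD, cut at about 27% in these data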;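 also: 0% = DMSO wells and 100% = JAK Inhibitor I control wells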
# p97 ATPase inh = inhibitors of human p97 ATPase, primary screen, biochemical | Transitional endoplasmic reticulum ATPase (Homo sapiens), P55072 | hit rate 0.42% among 220,000 | recombinant p97 ATPase, Kinase-Glo ATP luminescence, 3 h | AID 1481, 2009 | inhibition, % at 8 µM; in the data active = inhibition above about 15%;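 also: 0% = DMSO vehicle and 100% = wells lacking enzyme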
# PPC-1+TRAIL kill = compounds killing PPC-1 cancer cells with TRAIL present, primary screen, TRAIL potentiator project, ATPLite luminescence, uHTS; PPC-1 cells + TRAIL, ATPLite viability luminescence; cell killing (% activity), % at 4 µM; hit rate 0.41% among 220,000;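 active = cell killing above 50% in the first pass at 4 µM, then a duplicate retest at 5 µM averaging 50% or more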;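 also: plate controls were cells with TRAIL plus DMSO for no effect and medium-only wells lacking cells for full effect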
# Furin inh = human furin inhibitors, primary screen, biochemical, fluorescence intensity; P09958; purified furin, fluorogenic substrate cleavage; inhibition, % at 30 µM; hit rate 0.061% among 220,000; AID 463115, 2010; in the data active = inhibition above about 25%; also: inactives centre near -15
# TbHK1 inh = Trypanosoma brucei hexokinase 1 inhibitors, primary screen, biochemical, G6PDH-coupled NADH absorbance, MLSCN library; recombinant TbHK1, G6PDH-coupled NADH A340; inhibition, % at 10 µM; hexokinase 1 [Trypanosoma brucei]; hit rate 0.11% among 220,000;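 active = inhibition of 50% or more in the single-dose primary screen; inactive = inhibition below 50%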
# * marks the source's active call; other numbers are inactive results; · = not tested or not shown; & = joins results of further samples; [ ] = remark or other dose. The list is partial; count on the stated rates, not on these rows.
Structure	TbHK1 inh	Furin inh	p47phox inh	Ba/F3 V617F tox	PPC-1+TRAIL kill	PGE2 EP2 inh	p97 ATPase inh	RBBP9 inh	BaF3 parental
Cc1ccc(C)c(-n2c(-c3ccc(Br)cc3)csc2=NC(=O)c2ccccc2F)c1	-36	-13	-8	0	0	13	2	-4	-6
COc1ccc2cc(C(=O)c3ccccc3)c(=O)oc2c1	-32	-23[20 µM]	-13	2	-4	10	-3	-8	1
CCOC(=O)CN/C=C(\C#N)c1ccc(F)cc1	-4	-12	-4	2	-10	9	2	-5	9
COc1cc2c(cc1OC)C(c1cc([N+](=O)[O-])ccc1O)NCC2 (stereo unspecified)	-11	-8	-4	-1	13	6	6	-1	7
Nc1nnc(CC(=O)N/N=C/c2ccc([N+](=O)[O-])cc2)s1	-48	-11	-6	9	-2	7	5	-4	-1
O=C(CNC(=O)c1ccccc1)NCC1COc2ccccc2O1 (stereo unspecified)	-12	-25[20 µM]	1	-1	-4	8	3	-2	2
CCOc1ccc(NC(C)=O)cc1[N+](=O)[O-]	1	-12	1	2	39	10	-3	-14	3
O=C(Nc1ncc2c(n1)-c1ccccc1OC2)c1cccc([N+](=O)[O-])c1	-13	-17	-4	1	-63	5	4	-8	5
CC(=O)Nc1ccc(S(=O)(=O)Nc2ccc(N3CCOCC3)c(F)c2)cc1	-1	-20	-9	2	-14	17	-2	-13	2
CC(=O)n1cc(C2C(=O)CCCC2=O)c2ccccc21	5	0	-18	3	8	15	-1	-3	2
COc1cccc(NC2CC(=O)N(CCc3ccccc3)C2=O)c1 (stereo unspecified)	-3	-20	-16	0	5	8	4	1	1
CS(=O)(=O)N(CC(=O)O)c1ccc2c(c1)OCO2	6	-11[20 µM]	-13	-1	6	10&6	3	1	1
NC(=O)CSc1nc2ccccc2nc1SCC(N)=O	-15	-1	-6	3	-6	3	-1	-6	3
CCOC(=O)c1c(/N=C/N(C)C)sc(/C=N/Nc2ccccc2)c1-c1ccccc1Cl	-23	3	-16	2	7	6	4	-5	6
O=C(O)c1ccc(Nc2nc(-c3ccccc3)cs2)cc1	-6	-13	-24	1	-4	22	8	-4	8
CN1C2CCC1CC(OC(c1ccccc1)c1ccccc1)C2 (stereo unspecified)	5	-29	-12	1	19	4&12&11	2	-1	-5
Cn1nc(C(C)(C)C)c([N+](=O)[O-])c1C(=O)NCCO	3	-32	-2	-2	17	10	-1	-4	1
O=C(CCCN1C(=O)c2cccc3cccc(c23)C1=O)N1CCN(Cc2ccc3c(c2)OCO3)CC1	-20	-17[20 µM]	-5	-3	39	5	0	-9	2
CCOc1ccc(NC(=O)NCCCN2CCCC2)cc1	5	-20[20 µM]	-7	-4	-1	26	5	6	1
COc1cccc(NC(=S)NN2CCN(C)CC2)c1	-2	-26	-9	-4	-1	19	5	-4	3

# One compound at a time (already shown). Values in the order: TbHK1 inh	Furin inh	p47phox inh	Ba/F3 V617F tox	PPC-1+TRAIL kill	PGE2 EP2 inh	p97 ATPase inh	RBBP9 inh	BaF3 parental
# CCOc1ccc(NC(=O)NCCCN2CCCC2)cc1 across the screens: 5	-20[20 µM]	-7	-4	-1	26	5	6	1
# NC(=O)CSc1nc2ccccc2nc1SCC(N)=O across the screens: -15	-1	-6	3	-6	3	-1	-6	3

# (continued)
Structure	TbHK1 inh	Furin inh	p47phox inh	Ba/F3 V617F tox	PPC-1+TRAIL kill	PGE2 EP2 inh	p97 ATPase inh	RBBP9 inh	BaF3 parental
COc1ccc(OC)c(N(CC(=O)N2CCCC2)S(=O)(=O)c2ccc(OC)c(OC)c2)c1	-6	-18[20 µM]	5	3	18	6	-3	6	4
CC(C)C[C@H](NC(=O)c1[nH]cnc1C(=O)N[C@H](C)c1ccccc1)C(=O)OCc1ccccc1	-1	-6	·	-2	20	0	-10	-18	-2
COc1cccc(C(=O)N(CN2CCCC2=O)c2cc(C)on2)c1	-4	-23	-2	1	9	7	-2	11	10
COc1ccc(/C=N/OCC(=O)Nn2c(C)nc3ccccc3c2=O)cc1	-9	-21	10	-1	16	12	-2	-7	3
COc1ccc2[nH]c(=O)c(CN(CC3CCCO3)C(=O)Nc3ccccc3)cc2c1 (stereo unspecified)	-12	-25	1	-6	15	13	4	-8	-2
COC(C[C@H]1O[C@@H]1[C@@H](O)[C@H](C)OCc1ccccc1)OC	5	-17	-10	·	2	10	·	·	·
COCCn1c(-c2ccc(OC)cc2)nc2ccccc21	-2	-11[20 µM]	2	3	4	9	-3	1	6
CSc1nc2ccc(Br)cc2[nH]1	5	-15	8	3	22	4	-2	-7	10
Cc1nc(CNS(=O)(=O)c2ccc(Oc3ccccc3)cc2)cs1	4	1[20 µM]	-3	10	5	2	-3	-4	16
N/C(=N\OC(=O)c1ccc(Br)o1)c1ccccn1	-1	-31	0	4	8	10	-6	-4	7
O=C1c2ccccc2C(=O)N1OS(=O)(=O)c1ccccc1	-3	-22	-7	-4	-21	16	5	0	2
CCOC(=O)C(=CN=C(N)Nc1nc2ccccc2o1)C(=O)OCC	-8	-21	-16	2	6	5	3	-12	5
CCOC(=O)c1c[nH]c2c3c(ccc2c1=O)CCCC3	-5	-30	-15	2	10	11	1	-3	5
COCCCNC(=O)COc1ccc(Br)cc1Cl	31	-11	-3	-2	21	1	2	-8	6
CCCCCCCCNC(=O)c1ccc(C)cc1	8	-16	-3	4	24	6	-7	-13	3
O=C(OC1CCOC1=O)c1cncc(Br)c1 (stereo unspecified)	-9	-13	-18	2	14	14	-5	-10	3
CC(=O)c1cc(C#N)c(Oc2ccccc2)nc1C	-3	-12[20 µM]	·	-2	·	8	2	-9	-3
COCCn1c(C)cc(C(=O)CSc2nncn2-c2ccccc2)c1C	-7	-9	-13	-6	3	4	2	4	1
O=C(c1ccco1)N(CC1CCCO1)c1nc(-c2ccccc2)cs1 (stereo unspecified)	-7	-25	-25	-4	-1	10	-2	-3	-1
Cc1nc2ccc(NC(=O)COc3ccccc3C)cc2s1	-3	-18	-11	3	-12	2	2	-13	6
COc1ccc(/C=C(/NC(=O)c2ccc(OC)c(OC)c2)C(=O)NCCc2c[nH]c3ccccc23)cc1	-19	-14	-1	-2	18	10	5	0	9
CCCCn1c(CNC(=O)Cc2ccccc2)nc2ccccc21	6	-6	-10	7	12	3	-13	-1	11
Cc1ccc(S(=O)(=O)N2CCCCC2)cc1NC(=O)CSc1nnc(N)s1	3	-14	-10	0	9	3	4	-5	3
CC(CN(C)Cc1ccccc1)OC(=O)C1COc2ccccc2O1 (stereo unspecified)	-2	-17	-3	2	26	5&7	-6	-7	6
CCn1cc(C(C)NC(=O)COc2ccc(Cl)cc2C)c(C)n1 (stereo unspecified)	-2	2[20 µM]	2	-4	-1	3	4	1	-3
CCN1C(=O)C(CC(=O)Nc2ccc(OC)cc2)N(CCc2ccc(OC)cc2)C1=S (stereo unspecified)	0	-13	-3	8	21	7	1	-5	8
S=C1NCN(CCc2ccccc2)CN1Cc1ccccc1	3	-9	-2	5	13	3	-7	-8	-2
CCOc1ccc(S(=O)(=O)NCc2cccnc2)cc1C	6	-3	-3	-1	7	4&1	1	-5	5
COc1cccc(-c2nn3c(-c4cc(C)[nH]n4)nnc3s2)c1	16	-4	-16	-1	7	10	1	-4	4
CCOC(=O)NC(NCCc1ccccc1)(C(F)(F)F)C(F)(F)F	-1	-5[20 µM]	0	1	16	12	-4	-15	5
CCOC(=O)C(N)CSC1CC(=O)N(c2ccc(C(=O)OC)cc2)C1=O (stereo unspecified)	0	-25	-14	2	-3	11	-3	-13	1
Cc1ccc(N2CC(C(=O)Nc3cccc(F)c3)CC2=O)cc1 (stereo unspecified)	0	-18	-6	0	18	7	3	1	3
Cc1ccc(C(=O)NC(C(=O)Nc2cccc(S(N)(=O)=O)c2)C(C)C)cc1 (stereo unspecified)	-2	-26	-8	-3	-1	7	8	-7	3
CN(Cc1cccs1)C(=O)CCc1c[nH]c2ccccc12	1	-21	-4	1	-3	9	1	1	7
CCOC(=O)c1c(C)oc2ccc(O)c(CN3CCCCC3)c12	3	-19[20 µM]	-18	0	3	4	1	-1	4
Cc1sc2ncnc(SCC(=O)NNC(=O)c3ccco3)c2c1C	6	-15	-6	5	5	6&4	-5	-2	5
CCOC(=O)c1cnc(SC)nc1Oc1cccc(NS(=O)(=O)c2ccc(F)cc2)c1	-16	-12	-20	2	-6	6	-1	-9	8
O=C1C2(CCCC13COC(c1ccc(O)cc1)OC3)COC(c1ccc(O)cc1)OC2 (stereo unspecified)	-6	-5	-74	-5	7	0	8	-7	3
COc1ccc(C(=O)OCC(=O)c2cc(OC)ccc2OC)c(OC)c1	-2	-17	-8	-5	26	17	1	1	0
O=C(C1CCN(S(=O)(=O)c2cccnc2)CC1)N1CCCCC1	-4	-5[20 µM]	-4	0	-6	5	-2	-4	3
COc1ccccc1N1CCN(S(C)(=O)=O)CC1	17	-16[20 µM]	3	1	5	8	-3	-11	6
COc1ccccc1/C=N/NC(=O)CSc1cc(C)nc2ccccc12	-9	-29	-10	-2	·	7	1	-5	1
O=C(COc1ccccc1/C=C1\SC(=O)NC1=O)Nc1ccc(F)cc1	-3	-22	-33	5	-29	11	2	2	16
COc1cccc(N=Nc2c(N)[nH]n3c(=O)cc(-c4ccccc4)nc23)c1	0	2[20 µM]	17	1	21	8	-1	6	8
COc1cccc(NC(=S)NCc2ccc3c(c2)cc(C)n3C)c1	1	-18	-22	-5	-3	8	11	-6	2
Cc1ccc(F)cc1NC(=O)c1ccc(NS(=O)(=O)c2ccc(Br)s2)cc1	13	-8	-14	-1	3	2	3	-8	3
CSc1ccccc1C(=O)NCCCOC(C)C	-1	-14[20 µM]	-6	-4	9	9	7	-6	2
COc1ccc(Cn2cnc3sccc3c2=O)cc1	2	-14	-11	3	-4	-4	2	-4	6
c1coc(CNCCCN2CCOCC2)c1	2	-23[20 µM]	-2	-3	15	6	3	-5	2
Cc1ccc(S(=O)(=O)NCCc2ccccc2)cc1	4	-23[20 µM]	-13	-2	10	9	0	0	3

# Following part
Structure	TbHK1 inh	Furin inh	p47phox inh	Ba/F3 V617F tox	PPC-1+TRAIL kill	PGE2 EP2 inh	p97 ATPase inh	RBBP9 inh	BaF3 parental
Cc1onc(-c2ccccc2Cl)c1C(=O)Nc1nnc(-c2ccc(Br)cc2)s1	-42	-1	-6	1	21	25	-2	-10	10
O=S(=O)(NCc1ccccc1)c1cccc(S(=O)(=O)N2CCOCC2)c1	-4	-21[20 µM]	8	-5	25	8&5	3	-1	0
O=C(c1ccc(-c2ccccc2)cc1)C1CCCN(C(=O)c2cncs2)C1 (stereo unspecified)	-10	-25	-2	2	-6	13	-2	6	9
CCc1ccc(C(O)(c2ccccc2OC)C(CN2CCOCC2)c2ccccc2)cc1 (stereo unspecified)	-7	-18	-11	-2	10	8	2	-7	6
